TAAR1 agonist: human TAAR1 agonism | hit rate 0.99% among 360,000 | CHO RD-HGA16 TAAR1, Fluo-8 calcium fluorescence; vehicle wells 0%, saturating PEA agonist 100% | Q96RJ0 | activation, % at 3 µM;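 active = activation above the mean activation of all test compounds in the run plus 3 SD, cut at about 38% in these data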
Target sequence (Q96RJ0 whole entry, looked up): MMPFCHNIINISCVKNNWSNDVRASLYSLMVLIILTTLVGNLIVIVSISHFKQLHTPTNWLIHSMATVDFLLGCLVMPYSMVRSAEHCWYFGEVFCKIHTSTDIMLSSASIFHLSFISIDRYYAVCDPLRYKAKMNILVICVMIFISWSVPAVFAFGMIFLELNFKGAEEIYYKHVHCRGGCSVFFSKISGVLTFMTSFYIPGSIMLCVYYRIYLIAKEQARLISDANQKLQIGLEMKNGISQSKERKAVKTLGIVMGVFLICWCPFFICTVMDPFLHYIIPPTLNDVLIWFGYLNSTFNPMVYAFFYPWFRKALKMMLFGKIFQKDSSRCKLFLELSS
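Repeats: no replicates (n 1) | Material: CHO-derived RD-HGA16 cells with stable Gα16 and human TAAR1 | Technique: Kinetic Fluo-8 calcium fluorescence | Schedule: 17-24 h seeding, 75 min 37 °C dye, 30 min RT | Evaluation: % activation from peak over basal fluorescence ratio, DMSO-to-PEA scaled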
Numbers without * were called inactive. Not all compounds are listed, so the mix of outcomes need not match the whole.

Structure | TAAR1 agonist
CCOC(=O)C1=CCN(S(=O)(=O)c2ccc(Cl)cc2)C1c1ccc(Br)cc1 (stereo not given) | 0
COC(=O)c1cccc(C23CC4(C2)[C@H](CN(Cc2cccnc2)[C@@H]4c2ccccc2)C3c2ccc(C(F)(F)F)cc2)c1 (stereo not given in full) | 7
CCSCc1nnc(SCC(=O)Nc2nc(C)cs2)n1C | 5
CC1NC(=O)c2ccccc2-n2c1nc1cc(F)ccc1c2=O (stereo not given) | 9
COC(=O)[C@]12C[C@H](CC(=O)NCc3cccs3)C(=O)N(Cc3ccccc3)C1=C[C@H](C(C)C)O[C@@H]2C1CC1 | -3
COC(=O)[C@]12C[C@H](CC(=O)NCc3ccc(OC)c(OC)c3)C(=O)N(Cc3ccc4c(c3)OCO4)C1=C[C@H](COCc1ccccc1)O[C@@H]2C | 0
COc1ccc(C(=O)N2CCC[C@@H]2C(=O)N2CCC[C@@H]2C(=O)NCc2ccccc2)cc1F | 3
Cc1cc(CN2CCN(c3ncc(Cc4ccccc4)cn3)CC2)cc(C)c1O | 3

Structure | TAAR1 agonist
CCOC(=O)C1CSCCS(=O)(=O)N1Cc1ccccc1C (stereo not given) | 1
O=C(NCc1ccccc1)[C@H]1CCCN1C(=O)[C@H]1CCCN1C(=O)c1ccccc1C(F)(F)F | 1
C[C@H]1COc2cccc(NCCO)c2S(=O)(=O)N1 | 0
Cc1sc2cc3c(c(C(=O)c4ccccc4)[n+]2c1C)-c1cccc2cccc-3c12 | 1
CCCCc1c(-c2ccccc2OC)ncn1Cc1ccc(OC)cc1 | 1
CC(C)C(C(=O)NCc1ccccc1)N1CCN(CCN2CCOCC2)CC1 (stereo not given) | 0
CN1OC[C@@H]2CN[C@H](c3ccc(N4CCCCC4)cc3)C[C@@H]21 | 1
COc1ccc(S(=O)(=O)NCc2ccc(C(=O)NCc3cccnc3)cc2)cc1 | 1

Structure | TAAR1 agonist
C[C@H]1CN([C@@H](C)CO)C(=O)CCCn2nncc2CO[C@@H]1CN(C)Cc1ccc2cccnc2c1 | 1
CC(C)c1[nH]nc2c1C(c1ccccc1)N(Cc1ccccc1)C2=O (stereo not given) | 7
O=C(Cc1c[nH]c2ccccc12)Nc1ccc(Nc2cccnc2)c(-c2ccc(OC(F)(F)F)cc2)c1 | 5
CCCCC1OC(CCc2ccccc2)CC2=C1C(=O)OC(C)(C)O2 (stereo not given) | 3
COc1ccc(C(C#N)=Cc2cc(OC)c(OC)c(OC)c2)cc1 | 3
Cc1nc(NC(=O)CSc2ccccc2N)sc1C | 6
CCCCN1CC(COCc2ccccc2)Oc2cccc(Oc3ccc(F)cc3OC)c2S1(=O)=O (stereo not given) | 3
O=C(Sc1cccc2cccnc12)c1ccc(F)cc1 | 22

3 structures already listed, arranged by molar mass, smallest number first.
Structure | TAAR1 agonist
CN1OC[C@@H]2CN[C@H](c3ccc(N4CCCCC4)cc3)C[C@@H]21 | 1
CCCCc1c(-c2ccccc2OC)ncn1Cc1ccc(OC)cc1 | 1
CCOC(=O)C1=CCN(S(=O)(=O)c2ccc(Cl)cc2)C1c1ccc(Br)cc1 (stereo not given) | 0

Next part
Structure | TAAR1 agonist
N#C/C(=C\c1ccc(OCc2ccccc2)cc1)C(=O)Nc1ccc(C(=O)O)cc1 | 0
COC(=O)[C@@H](Cc1ccc(O)cc1)NC(=O)[C@H]1O[C@@H](n2cnc3c(=O)[nH]c(N)nc32)[C@H](O)[C@@H]1O | 1
COc1ccc(NC(=O)N(C)C[C@@H]2OCCCC[C@@H](C)Oc3ccc(NC(=O)NC4CCCCC4)cc3C(=O)N([C@H](C)CO)C[C@@H]2C)cc1 | 0
CCCN(CCC)Cc1cc(=O)oc2ccccc12 | 2
Cc1ccc(C(=O)N/C(=C/c2ccco2)C(=O)Nc2cccc(C(=O)O)c2)cc1 | 1
Cc1occc1C(=O)n1nnc2ccccc21 | 8
CC(C)c1[nH]nc2c1C(c1cccc(C(F)(F)F)c1)NC2=O (stereo not given) | 5
O=C(Nc1ccc(F)cc1F)c1cc2ncc(Br)cn2n1 | 15

Structure | TAAR1 agonist
COc1ccc2cc(CN(Cc3cccnc3)Cc3nnnn3Cc3ccccc3)c(=O)[nH]c2c1 | 12
C[C@@H]1CN([C@@H](C)CO)C(=O)CCCn2nncc2CO[C@H]1CN(C)C(=O)Nc1ccc(N2CCN(C)CC2)cc1 | 2
C[C@H]1[C@@H]2C[C@@]3(O[C@H](c4ccc(C(F)(F)F)cc4)N=C3C[C@@H]1c1ccccc1)N(Cc1ccncc1)C2=O | 2
CCc1cc2c(nc1CC)CCCN2Cc1ccccc1C(F)(F)F | -1
COc1cc2c(c(OC)c1OC)C1(CCCCC1)CC2NS(=O)(=O)C(C)C (stereo not given) | 92*
COc1ccccc1N1CCN(/N=C/c2ccc(O)c(O)c2)CC1 | 0
CCCCn1c(-c2csc3c2CCCC3)n[nH]c1=S | -3
O=C(/C=C/c1ccc(Cl)cc1Cl)N(Cc1ccccc1)C1CCS(=O)(=O)C1 (stereo not given) | 4

Structure | TAAR1 agonist
CCCn1c(C)c(CC(=O)Nc2ccc(N(C)c3ccccn3)cc2)c2ccccc21 | -3
CCOC(=O)c1ccc(NC(=O)OC[C@@H]2CSCCS(=O)(=O)N2)cc1 | 17
Nc1nc2c(ncn2[C@@H]2O[C@H](C(=O)N[C@@H](Cc3ccccc3)C(=O)NCc3ccc4c(c3)OCO4)[C@@H](O)[C@H]2O)c(=O)[nH]1 | 0
Cc1ccc(N2C(=O)c3cccc4c(C(=O)O)ccc(c34)C2=O)cc1 | 2
CC1CCCN(c2cccc3c2S(=O)(=O)N(Cc2cccc(F)c2)[C@@H](C)[C@H](c2ccccc2)O3)C1 (stereo not given in full) | 7
COC(=O)C1=C(C)N(Cc2ccc(F)cc2)C(=S)NC1c1ccc(Cl)cc1 (stereo not given) | -1
COC(=O)[C@]1(Cc2ccccc2)NC=C(C(=O)c2ccc(F)cc2)[C@@H]1c1ccccc1 | 1
Cc1ccc[n+](C2=C([O-])c3ccccc3C(=O)C2=O)c1 | 3

Structure | TAAR1 agonist
C=CCCC1CN(Cc2ccc(OC)cc2)S(=O)(=O)c2c(cccc2N(C)S(=O)(=O)c2ccc(C)cc2)O1 (stereo not given) | -1
CNC(=O)c1c(NC(=O)c2ccc(S(=O)(=O)N3CCCC3)cc2)sc2c1CCN(C(C)C)C2 | 8
CC(C)=CCC/C(C)=C/CN1C(=O)N(c2ccc(F)cc2)[C@H]2C[C@@H](c3ccccc3)[C@@H](C)[C@@H](C(=O)N3CCOCC3)C[C@H]21 | 2
Nc1ccn([C@@H]2O[C@H](C(=O)N3CCN(CCO)CC3)[C@@H](O)[C@H]2O)c(=O)n1 | 1
CC(C)c1ccc2c(c1)C(N1CCNCC1)Cc1ccc(F)cc1S2 (stereo not given) | 36
O=C(/C=C(\Nc1ccccc1)c1ccccc1)c1ccccc1 | 1
CCCCNc1cccc2c1S(=O)(=O)N[C@@H](CC(C)C)CO2 | 0
C=CCCC1CN(Cc2ccc(OC)cc2)S(=O)(=O)c2c(cccc2N2CCCC2)O1 (stereo not given) | -1

Structure | TAAR1 agonist
COc1cc(/C=C(/C#N)c2nc(-c3cc4ccccc4oc3=O)cs2)cc([N+](=O)[O-])c1O | -1
O=C(O)CC1NC(=O)N(c2ccccc2)C1=O (stereo not given) | 0
O=C(c1cc2ccccc2c(=O)o1)N1CCCC1 | 0
O=C(C(=O)N1CCC(CNC(=O)c2ccccc2F)CC1)c1cc2ccccc2o1 | 0
O=C(C(=O)N1CCC(CNS(=O)(=O)c2ccc(OC(F)(F)F)cc2)CC1)c1cc2ccccc2o1 | -1
Cc1c(-c2cc[n+]([O-])cc2)oc2ccc(Br)cc2c1=O | 0
CN(Cc1ccco1)C(=O)[C@@H](Cc1ccccc1)NC(=O)[C@H]1O[C@@H](n2ccc(=O)[nH]c2=O)[C@H](O)[C@@H]1O | 1
CCC/C=C(\CCC)C(NC(=O)c1ccc(C(=O)OC)cc1)c1ccc(C(=O)OC)cc1 (stereo not given) | 18

Next part, starting with the last five of the part before.
Structure | TAAR1 agonist
O=C(C(=O)N1CCC(CNC(=O)c2ccccc2F)CC1)c1cc2ccccc2o1 | 0
O=C(C(=O)N1CCC(CNS(=O)(=O)c2ccc(OC(F)(F)F)cc2)CC1)c1cc2ccccc2o1 | -1
Cc1c(-c2cc[n+]([O-])cc2)oc2ccc(Br)cc2c1=O | 0
CN(Cc1ccco1)C(=O)[C@@H](Cc1ccccc1)NC(=O)[C@H]1O[C@@H](n2ccc(=O)[nH]c2=O)[C@H](O)[C@@H]1O | 1
CCC/C=C(\CCC)C(NC(=O)c1ccc(C(=O)OC)cc1)c1ccc(C(=O)OC)cc1 (stereo not given) | 18
CC(C)CC1NC(=O)c2cc(Cl)ccc2-n2c1nc1ccccc1c2=O (stereo not given) | 0
COc1ccc(S(=O)(=O)Nc2ccc3c(c2)C(=O)N([C@H](C)CO)C[C@H](C)[C@@H](CN(C)C)OCCCC[C@H](C)O3)cc1 | 1
COC(=O)[C@]12C[C@H](CC(=O)NCc3ccc(OC)c(OC)c3)C(=O)N(Cc3ccccc3)C1=C[C@H](C(C)C)O[C@@H]2C1CC1 | -1
C[C@@H]1ON(C)[C@H]2C[C@H]3c4[nH]c5c(-c6ccccc6)cccc5c4CCN3C(=O)[C@@H]12 | 7
O=C(Nc1ccccc1C(=O)NCC1CC1)c1cccs1 | -1
CCOc1ccc(NC(=O)CC)cc1 | 5
O=C(N[C@H](C(=O)N1CCC[C@H]1C(=O)NC1CCCC1)c1ccccc1)c1ccc(Cl)c(Cl)c1 | -3
O=C(Nc1ccc(Cl)cc1)OCC12COCN1COC2 | 9

Structure | TAAR1 agonist
COCCCNC(=O)c1nnn2c1nc(N)c1cc(Cl)ccc12 | 2
COc1cc(-c2noc(CCC(N)=O)n2)cc(OC)c1OC | 4
COc1ccccc1CNC(=O)c1cccc(-c2ccc(C)c3ccccc23)n1 | 3
O=S1(=O)N[C@H](Cc2ccccc2)COc2cc(N3CCOCC3)ccc21 | 1
CC(C)c1ccc2oc(-c3ccc(NC(=O)c4ncn[nH]4)cc3)nc2c1 | 2
O=C(CN1CCC2(CC1)OCCO2)c1c[nH]c2ccccc12 | -2
COC(=O)C1=C(C)N(Cc2ccccc2C(F)(F)F)C(=NCc2ccc(C(F)(F)F)cc2)NC1c1cccc(C(F)(F)F)c1 (stereo not given) | 0
COc1ccc(S(=O)(=O)N2CCCc3nc(-c4ccc(F)cc4)ccc32)cc1 | -2

Structure | TAAR1 agonist
NC(=O)c1c(N)[nH]c(C(=O)c2ccccc2)c1-c1ccc2c(c1)OCO2 | 5
c1ccc(CN2CCCC3CC2c2ccccc23)cc1 (stereo not given) | 0
Cn1c(=O)c(C(=O)COC(=O)c2cc(C(F)(F)F)nc3ccccc23)c(N)n(Cc2ccccc2)c1=O | 1
COc1ccc(C(C)(C)C)cc1N1C(=O)[C@@H]2CSCCS(=O)(=O)N2C1=O | -1
O=S(=O)(c1cccs1)N1CCCc2nc(-c3ccccc3)ccc21 | 0
O=C(N[C@H](Cc1ccccc1)C(=O)NCC1CCCCC1)[C@H]1O[C@@H](n2ccc(=O)[nH]c2=O)[C@H](O)[C@@H]1O | 0
COc1ccc(S(=O)(=O)NC(N)=NCCc2ccc(OC)c(OC)c2)cc1 | 4
CC(C)(C)OC(=O)N1CCC[C@@H]1C(=O)N1CCC[C@@H]1C(=O)NCc1ccccc1 | -1

Structure | TAAR1 agonist
CCCc1cc(-c2[nH]ncc2-c2ccc3c(c2)OCCCO3)c(O)cc1OC | 7
COC(=O)[C@]1(Cc2ccccc2)NC=C(C(=O)c2ccccc2)[C@@H]1c1cccs1 | 0
Nc1c(C(=O)NCCc2ccc(Cl)cc2)sc2ccc(S(=O)(=O)N3CCCCC3)cc12 | 2
O=C(OCC(=O)N1CCN(c2ccccc2)CC1)c1cnc(Cl)c(Cl)c1 | -1
COC(=O)C1=C(C)N(Cc2ccccc2C(F)(F)F)C(=NCc2cc(OC)c(OC)c(OC)c2)NC1c1cccc(Cl)c1 (stereo not given) | 6
Cc1ccc(-c2[nH]nc3c2C(c2ccccc2OC(=O)N2CCOCC2)C(C#N)=C(N)O3)cc1 (stereo not given) | 10
CC(C)N(Cc1ccccc1)S(=O)(=O)c1n[nH]c(C(C)(C)C)n1 | 0
COc1cccc(CNC(=O)[C@H]2CCCN2C(=O)[C@H]2CCCN2C(=O)c2ccc(F)c(C(F)(F)F)c2)c1 | 1

Structure | TAAR1 agonist
COc1cc(OC)c2c(=O)c3c(C(=O)O)c(O)ccc3oc2c1 | 0
COC(=O)C1=C(C)N(Cc2cccc(C(F)(F)F)c2)C(=NCC2CC2)NC1c1ccc(F)cc1 (stereo not given) | 96*
CC(=O)N1CCN(c2ccc(N3CCN(Cc4ccccc4)[C@H](C)C3)c(C)c2)[C@H](C)C1 | 2
Nc1nc2c(ncn2[C@@H]2O[C@H](C(=O)N[C@@H](Cc3ccccc3)C(=O)NCc3ccccc3)[C@@H](O)[C@H]2O)c(=O)[nH]1 | 5
COC(=O)[C@]12C[C@H](CC(=O)N3CCOCC3)C(=O)N(CCC3=CCCCC3)C1=C[C@H](C(C)(C)C)O[C@@H]2C | 0
COC(=O)[C@]12C[C@H](CC(=O)N3CCCCC3)C(=O)N(Cc3ccccc3)C1=C[C@H](C1CCCC1)O[C@@H]2C | 2
COCc1[nH]nc2c1C(c1ccc(F)cc1)NC2=O (stereo not given) | 2
COC(=O)C1=C(C)N(C)C(=NCc2ccc(OC)cc2)NC1c1cccc(Cl)c1 (stereo not given) | 3

Structure | TAAR1 agonist
Cn1c(=O)c2c(nc(CN3CCN(c4ccccc4)CC3)n2CCN2CCOCC2)n(C)c1=O | 14
Cc1cc(Oc2cccnc2)ccc1NC(=O)Cc1c[nH]c2ccccc12 | 1
COC(=O)[C@H](Cc1ccccc1)N1CC(N2CCCC2)CS1(=O)=O (stereo not given in full) | 2
C(=N\Nc1nc(Nc2ccccc2)nc(N2CCOCC2)n1)/c1c[nH]c2ccccc12 | 21
O=C(N[C@H](C(=O)N1CCC[C@H]1C(=O)NCc1ccccc1)c1ccccc1)c1ccccc1 | 1
